# High-throughput results as filed in PubChem.
# Bcl-B Bim block = human Bim-Bcl-B interaction inhibition | inhibition, % at 10 µM | AID 951 | bead-based flow cytometry, Bim peptide-Bcl-B binding | 0.073% of 190,000 active | Q9HD36;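 note: 0% = tracer peptide without compound and 100% = reference inhibitor peptide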
# ABCB1 inh = blocks JC-1 efflux by human ABCB1 transporter; 0.067% of 190,000 active; CCRF-Adr cells, flow cytometry; P08183; inhibition, % at 6.6 µM; AID 1326; in the data active = inhibition above about 40%;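 note: 0% = vehicle and 100% = reference inhibitor; higher value means more JC-1 retained so stronger ABCB1 efflux block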
# RGS4-Gao reg = modulates binding of RGS4 to human Galphao; Multiplexed bead flow cytometry; actives lie on both sides; 0.33% of 220,000 active; AID 1415; P09471; binding response (% of control), % at 10 µM; in the data active = binding response below about 49% or above about 150%; inactive = in between;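 note: fluorescent Galphao activated with aluminum fluoride binding bead-coupled RGS4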
# Target sequence (P09471 whole entry, looked up): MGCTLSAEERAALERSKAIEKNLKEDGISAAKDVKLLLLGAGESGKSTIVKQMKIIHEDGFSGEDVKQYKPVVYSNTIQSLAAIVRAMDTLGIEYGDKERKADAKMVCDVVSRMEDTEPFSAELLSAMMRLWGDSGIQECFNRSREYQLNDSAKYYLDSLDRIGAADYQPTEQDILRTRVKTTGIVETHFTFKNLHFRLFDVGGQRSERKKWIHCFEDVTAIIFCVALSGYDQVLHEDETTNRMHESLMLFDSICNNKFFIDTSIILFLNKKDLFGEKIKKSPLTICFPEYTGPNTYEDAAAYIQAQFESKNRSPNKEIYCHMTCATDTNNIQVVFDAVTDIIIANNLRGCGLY
# ABCG2 inh = blocks JC-1 efflux by human ABCG2 transporter. Q9UNQ0. IgMXP3 cells, flow cytometry. inhibition, % at 6.6 µM. 0.1% of 190,000 active. AID 1325;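 active = inhibition above 80%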;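 note: 0% = DMSO and 100% = nicardipine control wells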
# Target sequence (Q9UNQ0 whole entry, looked up): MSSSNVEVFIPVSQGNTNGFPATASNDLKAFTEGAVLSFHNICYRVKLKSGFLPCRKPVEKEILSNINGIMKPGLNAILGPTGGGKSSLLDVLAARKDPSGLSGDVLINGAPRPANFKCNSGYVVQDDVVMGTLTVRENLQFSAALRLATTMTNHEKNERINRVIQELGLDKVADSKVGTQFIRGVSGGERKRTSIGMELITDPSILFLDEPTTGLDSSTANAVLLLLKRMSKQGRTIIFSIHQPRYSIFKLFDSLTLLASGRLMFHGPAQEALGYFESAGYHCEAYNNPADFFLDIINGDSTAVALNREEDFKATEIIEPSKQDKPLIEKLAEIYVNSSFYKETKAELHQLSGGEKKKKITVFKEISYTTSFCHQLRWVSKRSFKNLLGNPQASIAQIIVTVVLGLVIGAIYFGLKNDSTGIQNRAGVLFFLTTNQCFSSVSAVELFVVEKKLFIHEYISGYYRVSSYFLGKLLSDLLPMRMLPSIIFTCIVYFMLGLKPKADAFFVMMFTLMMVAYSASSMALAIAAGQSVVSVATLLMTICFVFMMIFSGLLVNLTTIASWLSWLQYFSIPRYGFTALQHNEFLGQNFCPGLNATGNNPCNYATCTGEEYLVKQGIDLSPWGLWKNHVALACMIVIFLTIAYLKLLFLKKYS
#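 Measure – % inhibition of efflux relative to nicardipine and DMSO · Test system – ABCG2 IgMXP3 and barcoded ABCB1 CCRF-Adr cell mix · Control set – nicardipine as high control, DMSO as low control · Compound – one concentration, 6.6 µM final · Signal – flow cytometry of retained JC-1 fluorescence · Timing – 10 min exposure at 25 °C with rotation, no wash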
# Bim-Bcl-W = disrupts Bim peptide binding to human Bcl-W. Q92843. bead-based flow cytometry. inhibition, % at 10 µM. 0.02% of 190,000 active. AID 952;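 note: 0% = bound tracer without compound and 100% = peptide blocker; higher means less fluorescent Bim peptide bound to Bcl-W beads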
# Bim-Bfl-1 = disrupts Bim binding to human Bfl-1; Q16548; Bead-based flow cytometry, Bim-Bfl-1 binding inhibition; inhibition, % at 10 µM; 0.12% of 190,000 active; AID 1008;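 note: 0% = wells without compound plus tracer and 100% = blocker peptide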
# RGS7-Gao reg = modulates binding of RGS7 to human Galphao; P09471; Multiplexed bead flow cytometry; actives lie on both sides; binding response (% of control), % at 10 µM; 0.35% of 220,000 active; AID 1439; in the data active = binding response below about 49% or above about 150%; inconclusive = no clear call, values can overlap the other calls; inactive = in between;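 note: fluorescent Galphao held in activated GDP-AlF4 state binding bead-coupled RGS7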
# RGS8-Gao reg = modulates binding of RGS8 to human Galphao; P09471; 0.34% of 220,000 active; multiplexed bead flow cytometry; actives lie on both sides; response (percent of control binding), % at 10 µM; in the data active = response below about 60% or above about 140%; inactive = in between;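 note: Galphao activated as the GDP aluminium fluoride complex binding bead-coupled RGS8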
# Bcl-XL Bim block = inhibitors of Bim-Bcl-XL interaction, human | Q07817 | Bim peptide-Bcl-XL binding, bead flow cytometry, fluorescence | inhibition, % at 10 µM | 0.04% of 190,000 active
# Mcl-1 Bim block = human Bim-Mcl-1 interaction inhibition | Q07820 | AID 1009 | 0.1% of 190,000 active | inhibition, % at 10 µM | Bead-based flow cytometry, Bim peptide-Mcl-1 binding;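 note: 0% = no compound tracer wells and 100% = peptide blocker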
# Bcl-2 Bim block = disrupts Bim peptide binding to human Bcl-2; P10415; Bead-based flow cytometry, Bim peptide-Bcl-2 binding; inhibition, % at 10 µM; 0.06% of 190,000 active; AID 950; in the data active = inhibition above about 40%; inconclusive = no clear call, values can overlap the other calls;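 note: 0% = no compound wells with probe peptide and 100% = reference peptide inhibitor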
# Starred values were filed as active, the others as inactive; ? = inconclusive; . = not tested or not shown. Cut-off read from the data, not from the text of the source, unless noted: active = inhibition above about 40%.
SMILES,Bcl-B Bim block,ABCB1 inh,RGS4-Gao reg,ABCG2 inh,Bim-Bcl-W,Bim-Bfl-1,RGS7-Gao reg,RGS8-Gao reg,Bcl-XL Bim block,Mcl-1 Bim block,Bcl-2 Bim block
Cc1nn(-c2ccccc2)c(Cl)c1/C=N/NC(=O)c1ccco1,-10,0.2,100,37,-3,-20,95,100,-9,-3,-14
Clc1cccc(-c2nc(NCCCN3CCOCC3)c3ccccc3n2)c1,-4,2.8,111,15,-3,-9,107,106,-3,-2,-4
CC(=O)c1ccc(OCC(O)COc2ccc(C(C)=O)cc2)cc1,-7,0.9,99,9,-4,-22,101,99,-9,-3,-8
COc1ccc(CN2CCN(S(=O)(=O)c3ccc(NC(C)=O)cc3)CC2)cc1OC,-8,0.7,102,5,0,-1,111,101,1,1,-5
CCOC(=O)c1[nH]cnc1C(=O)Nc1ccc(F)cc1,-2,0.4,104,8,-4,-7,99,107,-2,-2,-2
NC(=O)C1CCN(c2ccc(C(F)(F)F)cn2)CC1,-1,1.6,101,5,-3,0,100,101,-1,-2,0
CCOC(=O)C1(Cc2ccc(OC)cc2)CCN(C(=O)c2cccc3nccnc23)CC1,-3,0.7,102,1,-1,-4,99,102,-4,-1,-6
CCC1(C)N(O)C(C)(C)C(c2ccc(F)cc2)=[N+]1[O-] (stereo unspecified),-7,-0.3,99,0,-4,0,99,100,-7,-2,0
O=C(CCCCl)NC(=S)Nc1cc(C(F)(F)F)ccc1N1CCOCC1,-9,1.4,99,14,-3,-11,95,101,-7,0,-7
Cc1ccccc1CN1CCCNC1=O,-1,0.6,105,0,-1,0,104,105,-2,-1,-2
Cc1ccc(C)c(OCc2nc3ccc(S(=O)(=O)Nc4c(C)n(C)n(-c5ccccc5)c4=O)cc3[nH]2)c1,-1,0.5,102,7,1,-5,?,100,0,0,0
CC(C)(C)c1[nH]ncc1[N+](=O)[O-],-7,0.2,102,0,0,-9,101,104,-4,-1,-5
CCOc1cc(C2NC(=O)N(C)C(C)=C2[N+](=O)[O-])ccc1OC(C)=O (stereo unspecified),-4,0.0,99,0,0,-4,102,100,-2,-2,0
CCCCn1c(N)c(NCCC)c(=O)[nH]c1=O,-10,0.2,97,2,-3,-4,96,97,-13,-10,-4
Cc1c(C(=O)NCC2CCCO2)sc2nc(-c3ccccc3)cn12 (stereo unspecified),-6,0.9,98,7,-1,-7,97,100,-5,0,-4
O=C(Nc1ccccc1C(=O)N1CCCC1)c1cccc(S(=O)(=O)N2CCCCC2)c1,-2,0.7,99,1,-2,-1,100,98,-3,-4,-4
CN(C)CCNc1oc(-c2ccccc2F)nc1C#N,-6,0.4,101,2,-1,-14,99,102,-5,-4,-5
Cc1ccc(C(=O)NCc2n[nH]c(=S)n2-c2ccccc2)cc1[N+](=O)[O-],-24,0.0,94,11,0,2,99,98,-6,-5,0
CCCCOC(=O)Nc1nnc(C(C)C)s1,2,0.3,100,1,0,7,99,103,-2,3,6
CCOC(=O)NC1(C(F)(F)F)NC(=O)N(c2ccc(F)cc2)C1=O (stereo unspecified),-3,0.8,101,11,-2,-1,101,89,-6,-4,-1

# A run of entries taken from the entries so far:
SMILES,Bcl-B Bim block,ABCB1 inh,RGS4-Gao reg,ABCG2 inh,Bim-Bcl-W,Bim-Bfl-1,RGS7-Gao reg,RGS8-Gao reg,Bcl-XL Bim block,Mcl-1 Bim block,Bcl-2 Bim block
CCCCOC(=O)Nc1nnc(C(C)C)s1,2,0.3,100,1,0,7,99,103,-2,3,6
CCOC(=O)NC1(C(F)(F)F)NC(=O)N(c2ccc(F)cc2)C1=O (stereo unspecified),-3,0.8,101,11,-2,-1,101,89,-6,-4,-1

# More entries follow.
SMILES,Bcl-B Bim block,ABCB1 inh,RGS4-Gao reg,ABCG2 inh,Bim-Bcl-W,Bim-Bfl-1,RGS7-Gao reg,RGS8-Gao reg,Bcl-XL Bim block,Mcl-1 Bim block,Bcl-2 Bim block
Cn1cccc1C(=O)OCC(=O)Nc1cc(C(C)(C)C)nn1-c1ccccc1,-11,1.3,97,51,-4,-15,97,98,-10,2,-8
CCN(CC(=O)Nc1ccc(NC(C)=O)cc1)CC(=O)Nc1ccc(F)c(Cl)c1,-3,0.0,100,2,-2,-4,98,101,-1,-1,-3
N#CC(C#N)=C1C=CC=CN1/C(=C\c1ccccc1)C(=O)c1cccs1,-1,-1.2,104,16,-3,6,104,99,-1,-3,4
O=c1c(Cc2c(F)cccc2Cl)c(O)ccn1CC1CCCO1 (stereo unspecified),-4,0.1,115,-1,-1,-5,121,111,-2,-3,-3
CCCCNC(=O)Nc1ccc(Br)cn1,-7,1.2,103,7,2,-12,101,104,-8,-3,-5
CCCC(c1nnnn1Cc1ccc(F)cc1)N1CCN(C2CCCCC2)CC1 (stereo unspecified),-2,0.2,103,0,2,3,103,99,-1,0,1
COc1ccc(S(=O)(=O)N(CC(N)=O)C2CCCCC2)cc1Cl,-7,-0.9,103,14,-1,-14,103,105,-2,1,-11
CCN1CCN(c2c(C(=O)c3ccc(OC)cc3)cnc3ccccc23)CC1,-4,1.2,103,0,-1,-3,?,100,-1,0,0
COc1cc(/C=C2\SC(=Nc3ccc(N4CCOCC4)cc3)N(C)C2=O)ccc1OC(C)C(=O)O (stereo unspecified),-3,0.4,100,6,-3,-11,97,102,-3,-3,-4
O=C(NNS(=O)(=O)c1ccc(Br)cc1)c1ccncc1,-4,0.1,95,0,-3,-12,93,96,-14,0,-13
CCn1ncc(Br)c1C(=O)Nc1ncc(C)s1,-1,0.3,94,1,0,0,92,91,-3,1,-2
COc1ccc(C(=O)Nc2ccccc2C(=O)NC(Cc2c[nH]c3ccccc23)C(=O)O)cc1 (stereo unspecified),0,-0.7,102,-3,2,-7,101,102,0,2,0
COc1c(C)cc(C(=O)C2CCCN(C(=O)c3ccc4cc[nH]c4c3)C2)cc1C (stereo unspecified),-9,0.2,112,0,0,-4,116,108,-1,-4,-4
O=C(O)CCCCCCC1C(=O)NC(=O)N1CCC(O)C1CCCCC1 (stereo unspecified),-4,-1.8,.,-4,-3,0,.,.,-3,-2,0
O=C(O)CN1C(=O)C2C3C=CC(C3)C2C1=O (stereo unspecified),-7,-0.1,100,0,-4,-9,99,100,-6,0,-4
COc1ccccc1CNC(=O)/C=C/c1ccc(Br)o1,-14,0.4,98,5,2,0,92,96,-1,3,2
OCC1(CCCc2ccccc2)CCN(Cc2ccc(F)cc2)CC1,-3,-0.2,102,0,-2,-9,104,100,-4,-2,-6
CCSC(C)CC1CC(=O)CC(=O)C1 (stereo unspecified),-6,-0.1,.,8,3,-9,.,.,9,-1,-9
Cc1ccccc1-n1nc(C(=O)c2cccs2)cc(-c2nc3ccccc3[nH]2)c1=N,-18,-0.1,100,0,-10,-7,99,102,-8,-10,-9
C/C=C/COC(=O)c1[nH]c2c(c1C)C(=O)CC(c1ccc(N(C)C)cc1)C2 (stereo unspecified),-10,1.6,100,12,-5,-4,101,101,-6,-1,-4
CCOC(=O)c1c(NC(=O)Cn2nc([N+](=O)[O-])c(Br)c2C)sc2c1CCC(C)C2 (stereo unspecified),2,-0.1,98,0,0,0,99,100,0,0,0
N/C(=N\OC(=O)c1ccco1)c1cccnc1,-1,0.2,105,1,0,6,106,107,-4,-1,0
CC1CCCN(C(=O)C23CCC(C)(C(=O)C2)C3(C)C)C1 (stereo unspecified),2,-0.1,92,-1,0,2,91,95,0,0,0
CCOC(=O)C1=C(C)NC(=O)NC1c1ccoc1 (stereo unspecified),-2,0.2,101,1,0,0,102,100,-3,0,0
O=S(=O)(c1ccc(F)cc1)n1ccc2cccnc21,-11,0.0,101,1,-2,-15,104,105,-3,-1,-14
COc1ccc(NC(=O)CCN2CCOCC2)c(OC)c1,-4,0.4,104,1,3,-1,105,100,0,3,-3
Cc1cc(=O)[nH]c(SCC2(O)C3CC4CC(C3)CC2C4)n1 (stereo unspecified),0,0.4,106,4,1,0,103,104,-2,0,0
CCOC(=O)CSc1nc2ccccc2c(=O)n1CC1COc2ccccc2O1 (stereo unspecified),-2,1.1,-26*,2,0,2,-14*,0.8*,0,0,-1
CCCCCOC(=O)C1[C@H]2C(=O)N(CCCOC)C[C@]23C=C[C@H]1O3 (stereo partly specified),-11,-0.6,101,0,0,-22,99,100,-7,-2,-10
Cn1c(Cc2csc(N)n2)nnc1SC/C=C/c1ccccc1,-8,1.0,98,38,-1,-17,98,100,-7,-2,-12
CC1CCN(c2nc(-c3ccncc3)nc3ccccc23)CC1,-3,1.5,103,5,0,-5,103,103,-5,0,-5
O=C(OCC#CCSc1nc2ccccc2o1)c1cc2ccccc2o1,-1,-0.1,109,0,1,2,111,108,-2,1,-27
Cn1c(=O)n(CCc2ccccc2)c(=O)c2c1nc1n2CCCN1CCc1ccccc1,4,2.4,106,10,5,0,105,107,4,2,0
Cc1ccc(-c2noc(CCCC(=O)Nc3cccnc3)n2)cc1,-9,0.8,100,37,-2,-24,99,102,-7,-6,-13
COc1cccc2cc(C(=O)OC3CCN(C)CC3)c(=O)oc12,0,0.3,103,2,2,-3,101,103,0,0,-1
CC(/C=C1\SC(=S)N(NC(=O)c2ccc(C)cc2)C1=O)=C\c1ccccc1,0,0.0,123,0,-2,0,112,108,1,0,0
CC1CSc2ccccc2NC1=S (stereo unspecified),-15,0.3,102,2,-8,-2,105,104,-8,-5,-1
Cc1nc([N+](=O)[O-])cn1-c1ccc(N)cc1,-9,0.4,92,3,-7,-5,91,93,-7,-3,-4
COc1ccc(OC)c(S(=O)(=O)N(C)CC(=O)N2CCN(c3cccc(Cl)c3)CC2)c1,-7,6.5,97,23,0,-11,98,98,-2,-2,-7
CSCCC(NC(=O)c1ccc([N+](=O)[O-])cc1Cl)C(=O)OCC(=O)NCCCc1ccccc1 (stereo unspecified),-7,2.7,105,21,-5,-5,103,104,-8,-7,-9
COCCNC(=O)CN(c1cccc(OC)c1)S(=O)(=O)c1ccc(C)cc1,-7,0.5,104,5,1,-17,101,101,-3,-3,-17
O=C(Cc1ccc(F)cc1)NCc1cccnc1,0,0.7,100,1,2,-4,101,103,1,1,3
CCOC(=O)c1cccc(NC(=O)CSc2nc3cccnc3n2C)c1,-4,-2.2,102,4,0,-8,102,103,18,0,-3
O=C1CC(N2CCC(c3nc4ccccc4s3)CC2)C(=O)N1Cc1ccccc1 (stereo unspecified),-4,-2.1,104,0,-1,-2,104,105,-9,-4,-4
COc1cc2c(cc1NC(=O)C1CCCO1)oc1ccccc12 (stereo unspecified),0,0.5,97,4,-2,-1,96,95,-3,-4,-2
Cc1ccc(S(=O)(=O)CCc2nnc(NC(=O)c3cnccn3)s2)cc1,-4,0.7,100,8,2,-12,102,100,-4,0,-2
N#CC1=C2SCN(c3ccccc3)CN2C(=O)CC1c1ccccc1Cl (stereo unspecified),-12,-1.1,99,-2,2,15,102,93,-2,-2,-1

# This is a random part of the collection; 0.94% or so of the library scored in one or more.
